Screens as filed in PubChem BioAssay.
GLD-1 TGE inh: GLD-1-TGE RNA interaction inhibition (C. elegans); AID 2280; Q17339; purified GLD-1 + fluorescein TGE RNA, fluorescence polarization; inhibition, % at 5.96 µM; 320,000 tested, 0.44% active;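 active = percent inhibition above a per-plate cutoff, the plate mean of test compounds plus 3 SD, cut at about 30% in these data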;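 note: 0% = DMSO wells with GLD-1 and probe and 100% = wells lacking GLD-1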
CIT2-GFP yeast: alters CIT2-GFP fluorescence in TOR pathway yeast screen; 320,000 tested, 0.065% active; AID 2029; GFP response vs DMSO, % at 10 µM; S. cerevisiae CIT2-GFP strain, flow cytometry, 3 h; 100 means same as DMSO wells;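 active = GFP response relative to DMSO above a set limit, near the screen mean plus 3 SD, cut at about 150% in these data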;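 note: ratio of well median GFP fluorescence to mean of DMSO wells on the plate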
MEX-5 binding: C. elegans MEX-5 TCR-2 RNA binding activity; Q9XUB2; MEX-5/FITC-TCR2 RNA binding, fluorescence polarization; active compounds read low; activity score (negative = inhibition of binding), % at 10 µM; 300,000 tested, 0.38% active;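 active = inhibition past about -25% in most replicates, and total fluorescence under double the plate's negative control median, limit read from the data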;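 note: 0% = DMSO and -100% = 5 µM competing unlabeled TCR2 RNA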
Target sequence (Q9XUB2 whole entry, looked up): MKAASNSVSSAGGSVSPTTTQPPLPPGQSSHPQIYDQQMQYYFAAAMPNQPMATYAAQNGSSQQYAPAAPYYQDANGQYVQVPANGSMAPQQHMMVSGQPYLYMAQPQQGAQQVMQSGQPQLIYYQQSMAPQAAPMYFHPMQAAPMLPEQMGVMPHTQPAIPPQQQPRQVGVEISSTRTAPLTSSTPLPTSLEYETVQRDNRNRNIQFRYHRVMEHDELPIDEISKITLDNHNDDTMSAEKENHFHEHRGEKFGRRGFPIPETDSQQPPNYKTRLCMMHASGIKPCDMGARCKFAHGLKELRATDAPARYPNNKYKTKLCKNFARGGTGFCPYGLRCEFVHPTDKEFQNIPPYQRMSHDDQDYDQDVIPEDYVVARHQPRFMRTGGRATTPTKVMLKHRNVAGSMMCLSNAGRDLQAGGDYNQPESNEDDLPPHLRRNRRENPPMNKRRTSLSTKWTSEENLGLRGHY
GRK2 inh: blocks RNA aptamer binding to human GRK2. P25098. bead flow cytometry, FAM-aptamer displacement from GRK2. inhibition of aptamer binding, % at 10 µM. 330,000 tested, 0.59% active;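 active = inhibition of aptamer binding above 40%, roughly 3 SD of noise, on plates passing a quality check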;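 note: median bead fluorescence of bound FAM aptamer so fluorescent compounds give negative values; no value below 0 was filed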
VLA-4 inh: inhibition in a human VLA-4 binding assay; P13612; inhibition, % (about 7 µM as worked out from the volumes in the protocol); 330,000 tested, 0.2% active; AID 2557; VLA-4 expressing cells, ligand binding flow cytometry; in the data active = inhibition above about 50%
CR mimetic SO: lowers age-related superoxide in aged yeast cells; S. cerevisiae aged cells, superoxide DHE fluorescence; active compounds read low; 330,000 tested, 0.18% active; AID 2690; superoxide response (% of plate mean), % at 10 µM;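 active = superoxide response under a set limit, about three screen SD below normal, cut at about 65% in these data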;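 note: yeast aged for seven days with compound at 30 °C before DHE staining; 100% = average MFI of all compound-treated wells on the plate with controls excluded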
MCL1-BIM inh: MCL1-BIM-BH3 interaction inhibition (human) | GST-MCL1 / FITC-Bim-BH3 fluorescence polarization | AID 2057 | inhibition, % at 10.9 µM | 320,000 tested, 0.68% active;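 active = inhibition above the mean inhibition of all tested compounds plus 3 SD, set per campaign, cut at about 40% in these data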;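 note: 0% = DMSO wells and 100% = unlabeled Bim-BH3 peptide control; higher means more loss of mP so more displacement of Bim peptide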
Target sequence (Q07820 whole entry, looked up): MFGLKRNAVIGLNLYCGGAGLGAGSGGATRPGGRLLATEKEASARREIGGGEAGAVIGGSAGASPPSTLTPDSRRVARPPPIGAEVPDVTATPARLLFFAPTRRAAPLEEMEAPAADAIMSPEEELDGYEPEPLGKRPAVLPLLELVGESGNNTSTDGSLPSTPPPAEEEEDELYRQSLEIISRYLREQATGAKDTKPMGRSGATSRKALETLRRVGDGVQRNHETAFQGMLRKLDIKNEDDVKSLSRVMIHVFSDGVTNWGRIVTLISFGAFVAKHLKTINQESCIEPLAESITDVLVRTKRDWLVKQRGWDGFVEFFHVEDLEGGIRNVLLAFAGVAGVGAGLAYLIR
Bcl-xL primary: Bcl-xL (human) inhibition. Q07817. GST-Bcl-xL / FITC-Bim BH3 peptide fluorescence polarization. inhibition, % at 10.9 µM. 320,000 tested, 0.7% active;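 active = inhibition above the mean of all tested compounds plus 3 SD, cutoff set per campaign, cut at about 30% in these data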;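 note: 0% = DMSO wells and 100% = unlabeled Bim-BH3 peptide competitor; inhibitors lower millipolarization by displacing the labeled peptide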
Target sequence (Q07817 whole entry, looked up): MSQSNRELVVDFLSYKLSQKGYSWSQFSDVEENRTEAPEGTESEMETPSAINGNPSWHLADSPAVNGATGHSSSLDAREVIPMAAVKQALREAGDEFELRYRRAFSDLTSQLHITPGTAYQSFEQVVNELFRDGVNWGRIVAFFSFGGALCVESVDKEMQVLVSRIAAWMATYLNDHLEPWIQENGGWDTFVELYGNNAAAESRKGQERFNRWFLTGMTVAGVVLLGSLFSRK
AGP1-GFP MLPCN: yeast TOR pathway AGP1-GFP modulation; S. cerevisiae AGP1-GFP multiplex flow cytometry, 3 h; GFP as percent of DMSO wells; GFP response vs DMSO, % at 10 µM; 320,000 tested, 0.02% active; AID 2066;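 active = GFP response relative to DMSO above a set limit, near screen average plus 3 SD, cut at about 150% in these data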;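 note: median GFP channel fluorescence of the gated AGP1 strain per well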
Active calls of the source: *; . = not tested or not shown; [ ] = remark or other dose.

SMILES | GLD-1 TGE inh | CIT2-GFP yeast | MEX-5 binding | GRK2 inh | VLA-4 inh | CR mimetic SO | MCL1-BIM inh | Bcl-xL primary | AGP1-GFP MLPCN
OC(C#CCN1CCOCC1)(c1ccccc1)C1CCCCC1 (centres undefined) | -1 | 112 | 0.1 | 0 | 14 | 91 | 4 | 6 | 105
Cc1ccc(C)c(N2CCN(C(=O)C3CCCN(c4ncnc5c4nc4n5CCCCC4)C3)CC2)c1 (centres undefined) | -1 | 92 | -1.8 | 3 | -1 | 114 | 4 | 9 | 88
O=C(NNC(=O)c1cc2ccccc2cc1O)Nc1ccccc1F | -20 | 118[may fluoresce green] | 2.4 | 2 | -1 | 101 | 5 | -2 | 107[may fluoresce green]
CCC(=O)c1ccc(N2CCN(C(=O)c3cc([N+](=O)[O-])ccc3N3CCN(C)CC3)CC2)c(F)c1 | 7 | 92 | 2.0 | 0 | 12 | 90 | 0 | -5 | 94
Cc1cccc(C)c1N(CC(=O)N1CCOCC1)S(C)(=O)=O | 2 | 103 | 2.1 | 2 | 3 | 103 | 3 | 0 | 98
Cc1ccc(C(=O)OCc2nnc(-c3ccc(Br)cc3)o2)cc1 | -2 | 91 | 0.3 | 1 | 8 | 102 | -4 | -4 | 95
CC(OC(=O)CN1C(=O)c2ccccc2C1=O)C(=O)NC1(C#N)CCCCC1 (centres undefined) | 4 | 99 | . | 1 | -10 | 90 | -5 | -3 | 97
CC(=O)OCc1c(C(F)(F)F)nn(C)c1Oc1ccccc1 | 3 | 100 | 1.5 | 0 | -9 | 95 | -3 | 5 | 100
Cc1ccc(C)c(/C(O)=C2\C(=O)C(=O)N(CCCn3ccnc3)C2c2ccncc2)c1 (centres undefined) | 1 | . | -2.7 | 0 | 11 | 101 | 10 | 9 | 104
O=C(Cc1ccccc1[N+](=O)[O-])N/N=C/c1cccnc1 | 1 | 116 | 2.5 | 0 | 6 | 103 | -4 | -6 | 120
CCCCNC(=O)CC1Nc2ccccc2NC1=O (centres undefined) | 30 | 100 | -12 | 1 | 23 | 109 | 28 | 32* | 106
CCCOc1ccc(S(=O)(=O)NCCN2CCOCC2)c2ccccc12 | 4 | 94 | . | 0 | 4 | 98 | 0 | -6 | 95
O=C(/C=C/c1cccc(F)c1)Nc1cc(S(=O)(=O)N2CCOCC2)ccc1N1CCCC1 | 0 | 96 | 1.9 | 0 | 2 | 92 | 4 | -3 | 95
CCn1c(Cc2ccccc2)nnc1SCc1ccc([N+](=O)[O-])cc1 | -2 | 106 | -3.9 | 0 | 4 | 107 | 3 | 7 | 100
O=C(NCCN1CCOCC1)c1ccccc1N1C(=O)[C@@H]2Cc3c([nH]c4ccccc34)C(c3ccc(F)cc3)N2C1=O (some centres undefined) | 16 | 95 | -3.7 | 4 | -1 | 112 | 23 | 21 | 99
O=C(Nc1ccccc1Cl)c1c(F)c(F)c(F)c(F)c1F | 0 | 99 | -0.9 | 16 | -1 | 108 | -1 | -1 | 103
COc1ccc(N2CC(NS(=O)(=O)c3ccc(F)cc3)CC2=O)cc1 (centres undefined) | 4 | 92 | 1.5 | 2 | 2 | 103 | -8 | 1 | 107
COC(=O)N/N=C/c1c[nH]c2ccccc12 | 2 | 93 | 1.8 | 3 | 8 | 100 | -1 | 3 | 116
CN(C)CCNC=C(C(=O)Nc1ccc(Cl)cc1Cl)C(=O)Nc1ccc(Cl)cc1Cl | -3 | 89 | 1.3 | 0 | 24 | 82 | -3 | -1 | 99
C/C(CC(=O)NC(C)(C)C)=N\NC(=O)COc1ccc(C)cc1Br | 0 | 89 | 2.4 | 1 | -13 | 109 | -4 | -6 | 92
CCNC(=S)NS(=O)(=O)c1ccc(F)cc1 | 1 | 103 | 0.8 | 0 | 1 | 94 | 5 | 9 | 108
COc1ccc(-c2cn[nH]c2C)cc1OC | -7 | 98 | 3.0 | 0 | 1 | 120 | -2 | 0 | 97
Cc1nc2scc(C)n2c(=O)c1S(=O)(=O)Nc1ccc(N2CCN(S(C)(=O)=O)CC2)cc1 | -5 | 97 | 0.3 | 5 | -12 | 98 | 4 | 8 | 105
O=C(O)CCc1ccc(-c2ccccc2)n1-c1cccc(C(=O)O)c1 | 7 | 105 | 1.8 | 0 | 3 | 98 | -4 | 1 | 96
COc1cc2[nH]c(=S)nc(NCc3ccccc3)c2cc1OC | -1 | 100 | 0.7 | 0 | -9 | 100 | -1 | 3 | 97

(listing goes on)
SMILES | GLD-1 TGE inh | CIT2-GFP yeast | MEX-5 binding | GRK2 inh | VLA-4 inh | CR mimetic SO | MCL1-BIM inh | Bcl-xL primary | AGP1-GFP MLPCN
Cc1ccc(S(=O)(=O)N(C)S(=O)(=O)c2ccc(C)cc2)cc1 | 3 | 92 | 2.6 | 0 | 26 | 99 | 1 | 5 | 94
CCOc1c(Br)cc(C(N)=O)cc1OCc1ccccc1 | 8 | 95 | 4.3 | 4 | 26 | 114 | 4 | 2 | 95
Cc1cc2nc(N)sc2cc1[N+](=O)[O-] | -3 | 92 | -1.0 | 4 | -2 | 103 | 6 | 6 | 101
O=C(NC1CCCCC1)C(c1ccccc1)N1CCOCC1 (centres undefined) | 2 | 93 | . | 1 | -17 | 100 | -3 | -4 | 98
O=C(Nc1ccc(OCc2ccccc2)cc1)Nc1cccnc1 | 7 | 86 | 1.8 | 1 | 9 | 123 | -2 | 0 | 92
O=C1CCCN1CCCN1CC(C(=O)N(CCO)Cc2ccccc2)CCC1=O (centres undefined) | -5 | . | 0.0 | 16 | 2 | 100 | -1 | -1 | 104
COc1ccc(NC(=O)c2cc(C(C)C)on2)c(OC)c1 | -1 | 91 | -3.4 | 0 | 41 | 96 | -3 | -3 | 87
Cc1nn(C)c(C)c1C(C)NC(=O)c1ccc(OC2CCN(Cc3ccccn3)CC2)cc1 (centres undefined) | 1 | 100 | -7.7 | 4 | 8 | 96 | 1 | 2 | 92
CN1C(=O)CC(N2CCC(C(N)=O)(N3CCCCC3)CC2)C1=O (centres undefined) | 12 | 101 | -0.4 | 0 | -9 | 98 | 6 | 6 | 106
Cc1cc(C(=O)NCCN2CCOCC2)ccc1[N+](=O)[O-] | 9 | 93 | -1.2 | 6 | 21 | 92 | -3 | 2 | 101
COc1cc(C(=S)N2CCCC2)ccc1OS(=O)(=O)c1ccc(NC(C)=O)cc1 | 0 | 112 | 2.7 | 2 | 5 | 89 | 14 | 4 | 109
COc1cccc(NC(=O)CN(C)C(=O)CSc2nc(C)cc(C)n2)c1 | -1 | 96 | . | 1 | 8 | 98 | 2 | -3 | 98
COCCNc1nc(N)c([N+](=O)[O-])c(NCc2ccccc2)n1 | . | 115 | 3.6 | 0 | 11 | 102 | . | . | 95
BrC(=C\c1ccccc1)/C=N/Nc1ccc2nncn2n1 | 1 | 92 | -2.9 | 1 | -5 | 102 | 4 | 5 | 97
COC(=O)c1ccc(/C=N/NC(=O)c2ccc3nc[nH]c3c2)cc1 | -5 | 93 | -1.1 | 0 | -8 | 84 | 7 | 9 | 94
C[C@H](NC(=O)N1CCn2c1nc1ccccc12)C(=O)NC1CC1 | 0 | 103 | -0.3 | 6 | 33 | 98 | -3 | 9 | 97
O=C(NNC(=O)c1ccc(Br)s1)NC1CCCCC1 | . | 83 | -1.5 | 0 | 8 | 109 | . | . | 94
Cc1ccccc1-c1nnc(SCC(=O)Nc2cccc(C)c2C)o1 | 1 | . | -0.3 | 0 | 25 | 95 | -7 | -5 | 90
Cc1ccc(Cn2ccc(NC(=O)c3cc(C(C)C)on3)n2)cc1 | 2 | 100 | 2.2 | 2 | 13 | 88 | -2 | 4 | 97
O=C(Nc1ccncc1Cl)c1ccncc1 | 8 | 109 | 0.6 | 2 | -2 | 98 | 0 | 5 | 91
C=CCn1c(=NC(=O)c2cccs2)sc2cc(NC(C)=O)ccc21 | 8 | 92 | -3.1 | 0 | 20 | 104 | 0 | 6 | 93
NC(=O)C1CC(O)CN1c1nc(CN2CCOCC2)nc2scc(-c3ccccc3)c12 (centres undefined) | -2 | 95 | 1.5 | 2 | 13 | 92 | 5 | 3 | 92
O=C1C2CC=CCC2C(=O)N1Nc1ccccc1 (centres undefined) | -1 | 97 | 1.4 | 2 | -6 | 106 | -1 | 7 | 94
COc1ccccc1NC1=CC(=O)CC(c2ccccc2)C1 (centres undefined) | 6 | 99 | 0.1 | 3 | -5 | 96 | 1 | 5 | 95
Cc1ccc(C(=O)OCC(=O)Nc2ccccc2N2CCOCC2)cc1 | 12 | 81 | 0.8 | 0 | 12 | 105 | 2 | 1 | 86

More results:
SMILES | GLD-1 TGE inh | CIT2-GFP yeast | MEX-5 binding | GRK2 inh | VLA-4 inh | CR mimetic SO | MCL1-BIM inh | Bcl-xL primary | AGP1-GFP MLPCN
COc1cc(C(=O)Nc2ccc(OCC(=O)O)cc2)cc(OC)c1OC | 7 | 106 | 2.6 | 0 | -5 | 101 | 10 | 12 | 104
COc1ccc(C(CNC(=O)c2cccc(S(=O)(=O)Nc3ccccc3OC)c2)N2CCOCC2)cc1 (centres undefined) | -2 | 84 | -1.2 | 0 | -3 | 100 | 3 | 3 | 87
COc1ccc(-n2nc(C(=O)NCC(=O)NC(C)C)c3ccccc3c2=O)c(OC)c1 | 1 | 100 | 0.2 | 0 | 2 | 82 | 1 | 5 | 99
Cc1ccc(C(=O)N/C(=C\c2ccc(Cl)cc2)C(=O)NCC2CCCO2)cc1 (centres undefined) | 2 | 101 | -1.6 | 0 | -8 | 76 | 4 | 0 | 101
Clc1cccc(Nc2nc(-c3ccncc3)cs2)c1 | 7 | 91 | -1.6 | 2 | 6 | 113 | -2 | 5 | 89
Cn1c(=O)[nH]c(=O)c2c1nc(N1CCCCC1)n2CC(O)COc1ccc([N+](=O)[O-])cc1 (centres undefined) | 14 | 99 | -1.5 | 0 | -4 | 102 | 2 | 4 | 96
c1ccc(C2=Nn3c(nnc3-c3ccco3)SC2)cc1 | 7 | 103 | 0.7 | 1 | 6 | 98 | 14 | 10 | 99
COC(=O)C1=C(C)Nc2c(c(=O)n(C)c(=O)n2C)C1c1cccc(O)c1 (centres undefined) | 5 | 105 | -0.7 | 1 | 4 | 103 | -3 | -3 | 101
COc1ccc(C(=O)CCC(=O)Nc2cccnc2)c(OC)c1 | -17 | 109 | -3.3 | 1 | -20 | 88 | -15 | -12 | 55
Cc1cc(C)c(S(=O)(=O)c2ccccc2C(=O)O)c(C)c1 | -8 | 106 | 0.4 | 3 | 4 | 94 | 2 | 2 | 109
CC(C)CNC(=O)CSc1nnc(-c2ccc(Cl)cc2)n1N | -3 | 102 | 0.8 | 4 | 21 | 95 | -10 | -4 | 103
Nc1nc(-c2ccccc2)cn1N | 2 | 94 | 2.3 | 0 | 18 | 105 | 9 | 4 | 106
COc1ccc(N2C(=O)NC3CC2(C)Oc2ccccc23)cc1 (centres undefined) | -1 | 98 | 2.8 | 0 | 14 | 99 | -1 | 3 | 107
CC1CC(C)CN(CCCNC(=O)CCC(=O)N2CC(C)Oc3ccccc32)C1 (centres undefined) | -8 | 111 | 0.1 | 0 | -8 | 91 | 11 | 4 | 100

An unsorted share of the library (roughly 2.1% active in at least one column).
